Wnt act – Wnt/beta-catenin pathway activators, primary screen, cell-based, plate reader, single point; Wnt/beta-catenin reporter cell assay, activator; activation, % at 9.35 µM; 300,000 tested, 1.2% active; AID 743398, 2014; in the data active = activation above about 30%, passing the limit was not always enough;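 note: 0% = neutral control wells and 100% = positive control wells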
MITF TRPM1 HTS – activators of MITF-driven TRPM1 promoter reporter, primary screen, cell-based, SK-MEL-5, luciferase, single point; activation, % at 12.5 µM; 300,000 tested, 0.75% active; SK-MEL-5 TRPM1-promoter luciferase, 24 h; % of positive control, neutral wells = 0;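 active = mean activation of at least 80% with every replicate also reaching 80%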;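 note: 0% = neutral control wells and 100% = parthenolide positive control wells; values of inactives mirror those of a sister screen read the other way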
RTF Ca sens act – cardiac RTF calcium sensitivity activators, primary screen, biochemical, IANBD-TnC fluorescence, EC20 calcium | Troponin I, cardiac muscle (Homo sapiens) + Troponin T, cardiac muscle (Homo sapiens) + … | IANBD-labeled TnC RTF fluorescence at EC20 calcium; 0% EC20 calcium, 100% full calcium | activation, % at 7.2 µM | 340,000 tested, 0.24% active | AID 493008, 2010;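 active = activation above the mean over all tested compounds plus 3 SD, cut at about 30% in these data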;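 note: rise in fluorescence read as greater calcium sensitivity of cardiac thin filaments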
CDK5 p35 inh – inhibitors of human CDK5/p35 kinase, primary screen, biochemical, single concentration; 330,000 tested, 0.01% active; inhibition, % at 10 µM; Recombinant CDK5/p35, ADP-Glo luminescence, 60 min;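 active = highest replicate inhibition of at least 50% and at least 75% of replicates reaching 50%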;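 note: plate controls were DMSO neutral control for no effect and GW8510 at 10 µM for full effect; many of its hits are not listed in these tables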
Target sequence (Q00535 whole entry, looked up): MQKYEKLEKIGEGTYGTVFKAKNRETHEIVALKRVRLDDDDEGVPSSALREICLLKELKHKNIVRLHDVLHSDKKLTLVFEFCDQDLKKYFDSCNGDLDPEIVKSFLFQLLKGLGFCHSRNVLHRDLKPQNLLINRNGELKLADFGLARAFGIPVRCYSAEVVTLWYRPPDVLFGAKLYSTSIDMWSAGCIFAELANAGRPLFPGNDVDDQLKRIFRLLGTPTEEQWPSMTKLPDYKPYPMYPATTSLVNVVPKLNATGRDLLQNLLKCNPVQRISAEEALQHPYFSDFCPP
Target sequence (Q15078 whole entry, looked up): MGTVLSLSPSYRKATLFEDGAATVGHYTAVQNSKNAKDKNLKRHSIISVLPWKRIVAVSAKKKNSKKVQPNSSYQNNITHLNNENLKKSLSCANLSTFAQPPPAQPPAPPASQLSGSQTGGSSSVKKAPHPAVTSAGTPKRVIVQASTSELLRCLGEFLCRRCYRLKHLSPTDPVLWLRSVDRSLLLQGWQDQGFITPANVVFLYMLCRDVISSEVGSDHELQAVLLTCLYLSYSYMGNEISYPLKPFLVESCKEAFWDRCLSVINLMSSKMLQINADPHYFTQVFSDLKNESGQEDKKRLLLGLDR
Tat export inh – E. coli Tat export inhibitors, primary screen, MC4100, TorA-mCherry reporter, fluorescence, single point; inhibition, % at 10 µM; 340,000 tested, 0.036% active; AID 488895, 2010;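 active = mean replicate inhibition at least 50% and at least half of replicates individually reaching 50%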;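 note: exported cargo escapes ClpAP degradation while cytoplasmic cargo is degraded and loses fluorescence; 0% = median of neutral control wells and 100% = median of NaSCN control wells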
CAL PDZ FP-1 – CAL PDZ peptide-binding inhibitors, primary screen, biochemical, fluorescence polarization, Cer-tagged CAL PDZ, HTS; Golgi-associated PDZ and coiled-coil motif-containing protein (Homo sapiens), Q9HD26; purified CAL PDZ, TMR-peptide fluorescence polarization, 1 h; inhibition, % at 20 µM; 330,000 tested, 0.02% active; AID 504414, 2011;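 active = highest replicate inhibition of at least 40%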;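 note: plate controls were DMSO neutral control wells for no effect and unlabeled competitor peptide control wells for full effect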
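Control set: unlabelled peptide and DMSO controls / Material: purified CerCALP PDZ construct / Timing: 1 h incubation at room temperature before polarization reading / Doses: 20 µM, one dose / Detection: fluorescence polarization (mP)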
V-ATPase pH – regulators of yeast V-ATPase proton pumping, primary screen, pHLuorin cytosolic pH fluorescence; S. cerevisiae; response, % at 10 µM; 350,000 tested, 0.37% active; AID 504577, 2011; in the data active = response mostly above about 7.3%, no sharp cut-off; inactive = mostly below about 5.4%; note: actives read high; inactives centre near 0; some compounds called inactive have numbers as strong as hits
CAL PDZ FP-2 – untagged CAL PDZ binding inhibitors, primary screen, biochemical, fluorescence polarization, HTS | 300,000 tested, 0.92% active | AID 602252, 2012 | purified CAL PDZ, TMR-peptide fluorescence polarization, 1 h | inhibition, % at 24.9 µM | Golgi-associated PDZ and coiled-coil motif-containing protein (Homo sapiens), Q9HD26;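 active = mean inhibition of at least 30% with at least half of replicates also reaching 30%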;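 note: 0% = DMSO neutral control and 100% = excess unlabeled competitor peptide PRC23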
dFosB act – activators of delta FosB homodimer, primary screen, biochemical, fluorescence polarization, TAMRA-CDK5 oligo, single point | Protein FosB (Mus musculus), P13346 | purified delta FosB; percent of positive-control signal above neutral wells | activation, % at 25 µM | 340,000 tested, 0.99% active | AID 493131, 2011;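 active = mean activation above about 17%, with every replicate also reaching it, limit read from the data, passing the limit was not always enough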;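 note: fluorescence polarization rise as delta FosB binds a TAMRA Cdk5 AP-1 oligo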
Target sequence (P13346 whole entry, looked up): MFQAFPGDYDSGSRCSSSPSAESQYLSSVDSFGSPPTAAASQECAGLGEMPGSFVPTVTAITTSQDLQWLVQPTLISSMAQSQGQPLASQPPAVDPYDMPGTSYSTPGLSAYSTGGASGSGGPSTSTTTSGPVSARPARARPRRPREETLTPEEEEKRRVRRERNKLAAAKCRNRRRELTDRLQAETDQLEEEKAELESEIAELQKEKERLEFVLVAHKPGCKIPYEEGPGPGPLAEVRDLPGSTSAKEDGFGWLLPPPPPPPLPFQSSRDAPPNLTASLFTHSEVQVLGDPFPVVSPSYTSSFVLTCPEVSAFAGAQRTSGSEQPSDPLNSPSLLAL
Rtt109 Vps75 – inhibitors of C. albicans Rtt109/Vps75 HAT, primary screen, biochemical, ThioGlo CoA-SH fluorescence, plate reader | Histone acetyltransferase RTT109 (Candida albicans (strain SC5314 / ATCC MYA-2876)), … | inhibition, % at 34.9 µM | AID 540336, 2011 | purified Rtt109/Vps75, 4 h | 330,000 tested, 0.16% active;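 active = inhibition of at least 50% in every replicate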
* hit, by the source's call; / = no result given. This is a random part of the collection; any-hit rate near 4.1%.

SMILES	Wnt act	MITF TRPM1 HTS	RTF Ca sens act	CDK5 p35 inh	Tat export inh	CAL PDZ FP-1	V-ATPase pH	CAL PDZ FP-2	dFosB act	Rtt109 Vps75
O=C(/C=C/c1ccccc1)N/C(=C/c1ccccc1)C(=O)Nc1cccc(C(=O)O)c1	0.3	6.2	2.4	-2.1	-1.5	-1.3	-2.8	1.1	-0.1	-1.1
COC(=O)C1C2C=CC3(CN(c4ccc(Cl)c(F)c4)C(=O)C13)O2 (stereo unspecified)	-1.0	3.8	0.8	0.4	0.4	-0.7	0.9	0.4	0.4	-11.8
CCC/C=C(\CCC)C(NC(=O)OCC(C)C)c1ccc(C(=O)OC)cc1 (stereo unspecified)	-1.9	-1.2	-9.7	-0.6	-8.0	-0.1	-3.0	-0.6	0.8	3.0
Cc1noc(C)c1NC(=O)Nc1cccc2c1O[C@H](CN(C)S(=O)(=O)c1cn(C)cn1)[C@@H](C)CN([C@H](C)CO)C2=O	-1.6	7.2	0.1	-0.4	2.0	3.0	0.7	-2.1	-6.8	-3.2
Clc1cccc(CNc2nc(-c3cccnc3)nc3ccccc23)c1	-1.6	-10.7	-6.6	1.7	9.7	-5.1	-2.4	/	54.8*	4.3
CCOC(=O)CSc1nc(C)c(C(=O)OCC)s1	-1.6	0.3	0.1	0.1	-3.4	0.2	6.6	-2.4	-11.5	7.0
COc1ccc2c(c1)C=C(CN1CCN(C3CCCC3)C(CCO)C1)CO2 (stereo unspecified)	-3.2	7.7	4.7	1.0	-2.7	-1.3	2.5	0.7	-3.5	-4.6
N#CCCN(CCC#N)c1nncs1	/	-1.1	3.3	0.4	-3.5	-1.0	4.7	-3.4	3.9	-4.8
CSCC[C@H](NC(=O)C(C)(C)Oc1ccc(Cl)cc1)c1nc2ccccc2[nH]1	/	5.8	4.3	1.4	0.5	-1.4	0.8	-3.7	-7.3	-1.1
c1ccn2c(c1)nc1c2nc2ccccn21	12.7	37.7	-1.1	5.7	-0.5	0.0	0.1	-2.6	-10.5	3.1
CCN(CC)S(=O)(=O)c1ccc(N(C)Cc2cccc(OC)c2OC)nc1	-3.8	-6.1	-4.9	0.2	3.1	-0.6	2.3	2.1	-4.0	4.8
COc1ccc2[nH]c(CN3CCN(CC=C(C)C)C(CCO)C3)c(C)c2c1 (stereo unspecified)	0.6	7.1	-0.8	-0.9	4.9	-4.9	0.1	-1.4	-0.5	7.0
COc1cc(NC(=O)CSc2nnc(NC(C)C)s2)cc(OC)c1OC	-1.9	0.1	9.1	-2.1	-5.9	-1.0	0.8	/	-13.3	11.4
CCOc1ccccc1-c1nc(-c2cccc(Br)c2)no1	5.5	19.2	0.5	0.5	-0.9	/	-0.6	2.1	-1.3	3.3
Cc1cc(C)c(-c2c(O)c3cccc4c3n(c2=O)CCC4)c(C)c1	-0.2	-14.2	-3.5	-0.7	-8.4	-1.7	-0.1	1.6	5.4	-6.8
CCOC(=O)C1CCN(Cc2cc(=O)oc3c(C)c(C)ccc23)CC1	-0.6	-2.0	-1.9	0.9	1.7	-0.6	4.6	-4.7	-16.0	-5.1
COC(=O)c1c(NC(NC(=O)C(C)C)C(Cl)(Cl)Cl)sc2c1CCC2 (stereo unspecified)	-8.2	-6.1	0.4	-1.7	5.0	-0.3	0.7	-4.5	-5.6	-3.8
CS(=O)(=O)/C(C#N)=C/c1cccn1S(=O)(=O)c1ccccc1	1.5	8.2	-9.6	-0.9	-13.6	-2.8	-0.1	-0.7	3.3	13.8
Cc1cccc(-c2cc3nc4c(c(N5CCC6(CC5)OCCO6)n3n2)CCCC4)c1	8.8	91.1*	-6.5	3.4	-2.6	-1.8	3.5	2.1	-0.5	/
Cc1cc(=O)oc2c(C)c(OCC(=O)NCCCN3CCOCC3)ccc12	1.9	1.2	1.5	-0.7	-0.6	-2.1	-1.7	-2.8	-3.7	2.5

Profiles from above.
COC(=O)C1C2C=CC3(CN(c4ccc(Cl)c(F)c4)C(=O)C13)O2 (stereo unspecified) reads Wnt act = -1.0; MITF TRPM1 HTS = 3.8; RTF Ca sens act = 0.8; CDK5 p35 inh = 0.4; Tat export inh = 0.4; CAL PDZ FP-1 = -0.7; V-ATPase pH = 0.9; CAL PDZ FP-2 = 0.4; dFosB act = 0.4; Rtt109 Vps75 = -11.8
CS(=O)(=O)/C(C#N)=C/c1cccn1S(=O)(=O)c1ccccc1 reads Wnt act = 1.5; MITF TRPM1 HTS = 8.2; RTF Ca sens act = -9.6; CDK5 p35 inh = -0.9; Tat export inh = -13.6; CAL PDZ FP-1 = -2.8; V-ATPase pH = -0.1; CAL PDZ FP-2 = -0.7; dFosB act = 3.3; Rtt109 Vps75 = 13.8

(cont.)
SMILES	Wnt act	MITF TRPM1 HTS	RTF Ca sens act	CDK5 p35 inh	Tat export inh	CAL PDZ FP-1	V-ATPase pH	CAL PDZ FP-2	dFosB act	Rtt109 Vps75
CCC(=O)c1ccc(OCC(=O)Nc2nn3cnnc3s2)cc1	/	-0.1	-6.7	-2.6	-9.5	-1.6	-5.3	0.0	5.1	-8.1
CC(=O)c1ccc(NC(=O)C2CCCN2S(=O)(=O)c2cccs2)cc1 (stereo unspecified)	-2.6	10.4	-7.4	-0.6	8.2	-1.9	1.5	-3.4	-2.0	-0.1
O=C(NCCN1CCOCC1)c1cccc2c1C(=O)c1ccc(N3CCCC3)cc1S2(=O)=O	-3.4	6.5	14.6	0.4	-0.1	-1.5	3.1	5.2	-0.3	-1.6
COc1ccc(NC(=O)c2c(C)nn(Cc3ccccc3)c2C)cc1S(=O)(=O)N(C)C	-0.9	-10.9	-2.2	0.4	-2.3	0.5	0.5	5.8	-9.3	5.7
O=C(NNC(=O)[C@H]1CC=CC[C@H]1C(=O)O)c1ccc(Cl)cc1Cl	0.1	31.5	1.2	1.8	1.0	-1.3	2.4	5.4	1.8	/
Cc1nccn1-c1cc(C(C)(C)C)nc2c(-c3ccccc3)cnn12	-1.6	22.0	0.7	-1.2	2.3	-2.4	-3.2	-0.7	-7.9	19.3
CCOC(=O)c1ccc(NC(=O)CCNc2c(N3CCCC3)c(=O)c2=O)cc1	/	14.2	-0.2	0.4	6.1	-0.5	2.2	-3.9	-0.2	-2.3
COc1ccc(Cl)cc1N(CC(=O)N1CCCC1)S(C)(=O)=O	-1.4	/	1.3	-0.6	-3.2	-0.7	-0.8	16.1	-0.8	0.6
O=C(c1nc2nc(-c3ccccc3)cc(C(F)(F)F)n2n1)N1CCCCC1	/	-13.3	2.1	-0.4	4.3	0.3	-2.7	/	-8.1	-40.8
Cc1ccc(S(=O)(=O)N2CCOCC2)cc1NC(=O)COC(=O)c1ccc2c(c1)OCO2	/	-12.6	12.2	-3.4	-13.1	-0.6	4.5	-5.8	-15.4	-18.9
COc1ccc(/C=N/NC(=S)NC2CCS(=O)(=O)C2)cc1 (stereo unspecified)	-7.1	9.2	1.9	0.7	8.5	-1.1	-2.1	-0.6	-6.8	-1.0
O=C1CCN(Cc2ccccc2)CCN1[C@H](CSc1ccccc1)c1ccccc1	5.8	7.5	7.9	-0.7	-5.8	-1.5	0.1	-0.4	-3.7	-6.2
Cc1cc(/C=N/NC(=O)c2cccs2)c(C)n1-c1cnccn1	28.7	24.5	-3.0	-0.3	2.2	-1.2	3.8	-0.3	-6.0	/
O=C(O)CC12CC3CC(C1)CC(n1ncc(NCC4CCCO4)c(Cl)c1=O)(C3)C2 (stereo unspecified)	0.4	3.0	-3.3	-1.8	-4.1	0.1	-2.0	-0.1	0.8	-16.5
Cc1ccc(C(=O)Oc2ccccc2N2C(=O)C3CCCCC3C2=O)cc1 (stereo unspecified)	/	/	2.2	0.7	-2.2	1.8	0.2	-2.7	2.5	0.5
COc1cccc(NC(=O)Nc2cccc(C(=O)O)c2)c1	-3.0	-81.0	0.4	-0.7	-4.1	-0.7	1.6	7.3	2.5	14.0
COc1ccc(NC(=O)CCCN(C)S(=O)(=O)c2ccc(C)cc2)cc1	1.4	6.9	-1.2	0.1	2.5	-1.7	0.0	-4.0	-8.8	5.1
O=C(CCN1CCN(Cc2ccccc2)CC1)NNC(=O)Cc1ccc(Cl)c(Cl)c1	-4.5	11.2	8.5	-0.2	8.3	0.4	4.9	-4.0	-1.9	-6.0
C/C(CC(=O)Nc1ccccc1[N+](=O)[O-])=N\NC(=O)COc1ccccc1C	/	-3.6	3.0	0.2	-7.7	-0.2	-1.5	-1.7	-2.7	4.7
CCOC(=O)N1CCC(N2C(=O)c3ccccc3C2Nc2cc(C(=O)OC)cc(C(=O)OC)c2)CC1 (stereo unspecified)	-2.3	/	5.7	0.1	4.0	-1.3	-0.3	-0.5	-4.8	1.4
COCCN1C(=O)c2cc(C(=O)Nc3ccc(OC)c(OC)c3)ccc2C1Nc1ccc(OC)c(OC)c1 (stereo unspecified)	0.6	9.8	-1.3	0.2	13.5	-1.9	-0.2	-6.6	-8.1	-1.8
COc1ccc(F)c(CN2CCC(N3CCC(C(=O)N4CCOCC4)CC3)CC2)c1	-2.2	-1.3	5.0	-1.0	-14.2	-0.5	-1.1	1.0	-3.6	3.2
Cc1ccc(S(=O)(=O)N2CCN(CC(=O)N/N=C\C(Cl)=C\c3ccccc3)CC2)cc1	/	2.3	-2.6	-2.5	-3.8	-2.7	-0.5	-3.2	-1.2	-6.1
CCn1cc(CNC(=O)C2CCC(=O)N(CCc3cccc(F)c3)C2)cn1 (stereo unspecified)	-0.9	-6.2	1.8	-2.2	-2.8	-2.0	2.5	-2.4	-0.8	6.2
CCSC1OC(C(COC(C)=O)OC(C)=O)C(OC(C)=O)C1NC(C)=S (stereo unspecified)	-2.2	2.3	-2.4	-2.1	-1.6	0.2	-2.2	-4.1	-2.1	-1.3
O=C(COC(=O)CNC(=O)c1cccc(F)c1)NCCC1=CCCCC1	2.8	21.1	-0.7	1.4	4.9	-0.7	-2.7	2.3	-3.5	-1.1
Cc1cn(C2CC3OCC3O2)c(=O)[nH]c1=O (stereo unspecified)	/	-13.3	-5.2	0.4	-0.9	0.8	-0.3	-4.9	4.3	-5.6
Cc1ccc(CNC(=O)[C@H](Cc2ccccc2)NC(=O)C2CCNCC2)cc1	-3.2	-3.0	-3.8	2.7	-1.1	-0.2	1.1	/	-7.7	-2.1
CCCCCn1c(SCCN2CCOCC2)nc2c1c(=O)[nH]c(=O)n2C	/	-20.0	3.3	-1.7	2.2	-2.0	4.6	1.2	5.5	0.4
Cn1cc(C(=O)C(=O)N2CCCc3ccccc32)c2ccccc21	-1.4	-4.5	-3.7	-0.8	1.6	-4.2	0.5	34.1*	-6.3	0.7
C=CCSc1nc2sc3c(c2c(=O)n1-c1ccccc1)CCN(C)C3	-1.9	-2.8	-0.4	-1.3	3.4	-1.6	-5.0	-7.1	-2.8	5.3

Screens as filed in PubChem BioAssay.
